# Bioassay records from PubChem BioAssay.
# PMI inhibition – human PMI inhibitors, high substrate, primary screen, biochemical, fluorescence intensity, high mannose 6-phosphate (AID 1220) | recombinant PMI enzyme, coupled fluorescence intensity; higher % means a stronger effect | one-dose inhibition, % at 20 µM; IC50 in µM for titrated hits | hit rate 0.66% among 190,000
# WT yeast gro inh – growth inhibition of WT yeast, mitochondrial fusion screen | mitochondrial fusion phenotypic screen, WT strain | inhibition, % at 10 µM | hit rate 2.1% among 190,000; in the data active = inhibition above about 58%; tested in S. cerevisiae
# Myeloid diff MLP – myeloid differentiation induction. ER-HoxA9 myeloid progenitors, lysozyme-GFP differentiation, flow cytometry. calls only at 10 µM. hit rate 1% among 360,000. AID 624256;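 active = normalized GFP-positive differentiation at or above the plate's own cutoff, the solvent-only control mean plus 3 SD; inconclusive = no clear call, values can overlap the other calls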;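 note: cells exposed to compound for four days before flow analysis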
# PMI inhibitors – MPI enzyme activity inhibition – biochemical, fluorescence intensity, coupled assay, primary screen (AID 1209); one-dose inhibition, % at 20 µM; IC50 in µM for titrated hits; purified PMI enzyme, coupled fluorescence intensity; higher % means a stronger effect; hit rate 0.42% among 190,000;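 note: plate controls were DMSO vehicle for no effect and wells lacking substrate for full effect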
# TNAP activation fold – stimulation of alkaline phosphatase TNAP activity – biochemical, luminescent, no phosphate acceptor, uHTS, primary screen (AID 1001). purified TNAP, luminescent activation assay, no phosphate acceptor; higher activation fold means a stronger effect. activation fold at 20 µM, or EC50 in µM where a hit was titrated. hit rate 0.03% among 200,000; in the data active = activation fold from about 3, or a potency from the dose series; inactive = the rest, 99 in 100 with activation fold below about 1.6; note: many of its hits are not listed in these tables
# Salmonella PhoP GFP – inhibitors of PhoP regulon expression, primary screen, Salmonella Typhimurium, GFP reporter (AID 1863); S. Typhimurium PhoP-regulated promoter GFP reporter, 4 h; higher % means a stronger effect; inhibition, % at 50 µM, or IC50 in µM where a hit was titrated; hit rate 0.16% among 300,000;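 active = inhibition over 29.93%, a cutoff 3 SD above the screen mean, later confirmed by dose response; inconclusive = inhibition over 29.93% but no dose response follow-up; inactive = inhibition at most 29.93% or unconfirmed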;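 note: 0% = low Mg2+ inducing control and 100% = high Mg2+ repressing control; strong numbers were not always called active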
# SIAH1 antagonists – blockers of Siah-1 interaction with plectin peptide – biochemical, fluorescence polarization, rhodamine-plectin, uHTS, primary screen (AID 1817); hit rate 0.02% among 290,000; displacement, % at 20 µM, or IC50 in µM where a hit was titrated; Siah-1 / rhodamine-plectin peptide fluorescence polarization; higher % means a stronger effect;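 active = displacement of at least 50% at 20 µM, with a fluorescence ratio check between 0.3 and a set limit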;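 note: plate controls were Siah plus tracer with DMSO for no effect and tracer alone without Siah for full effect; strong numbers were not always called active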
# XIAP displacement – XIAP antagonists, biochemical, IAP family, fluorescence polarization (AID 1018) | XIAP BIR domain, fluorescence polarization peptide displacement; higher % means a stronger effect | displacement, % at 20 µM, or IC50 in µM where a hit was titrated | hit rate 0.007% among 200,000; in the data active = displacement above about 50%; note: a part of the inactive calls stands beside numbers as strong as those of hits
# RSV CPE inhibition – RSV antiviral activity via CPE protection, HEp-2 cells, primary 10 µM value included (AID 2391) | HEp-2 cells, RSV-induced CPE inhibition; higher % means a stronger effect | one-dose CPE inhibition, % at 10 µM; IC50 in µM for titrated hits | hit rate 0.13% among 310,000; in the data active = a potency from the dose series; inconclusive = CPE inhibition mostly from about 23% at the one dose, without a potency; inactive = the rest, 99 in 100 with CPE inhibition below about 21%; note: strong numbers were not always called active
# WT yeast gro inh mutant strain – further read-out of WT yeast gro inh, marked with its call; inhibition, %; mitochondrial fusion phenotypic screen, mutant strain inhibition
# Myeloid diff MLP GFP+ MAC1+ % – second read-out of Myeloid diff MLP, no call of its own (marks repeat the call); GFP+ MAC1+ double positive, %; measured here: differentiation confirmed by MAC1 staining
# Active calls of the source: *; i = inactive; ? = inconclusive; · = not tested or not shown; & = joins results of further samples. Cut-off read from the data, not from the text of the source, unless noted: active = inhibition above about 50%; inactive = the rest.
# The first two compounds as a preview:
SMILES,PMI inhibition,WT yeast gro inh,WT yeast gro inh mutant strain,Myeloid diff MLP,Myeloid diff MLP GFP+ MAC1+ %,PMI inhibitors,TNAP activation fold,Salmonella PhoP GFP,SIAH1 antagonists,XIAP displacement,RSV CPE inhibition
CCOc1ccc(-c2nnc(SCC(=O)NC(C)(C)C)nc2-c2ccc(OCC)c(OC)c2)cc1OC,·,·,·,i,0.5,·,·,7%,0%,·,4.0%
COCN(C#N)c1nc(N(C)C)nc(N(C)C)n1,2%,4,2,i,0.1,4%,1.1,4%,16%,-1.3%,1.5%

# The listing, repeating the preview:
SMILES,PMI inhibition,WT yeast gro inh,WT yeast gro inh mutant strain,Myeloid diff MLP,Myeloid diff MLP GFP+ MAC1+ %,PMI inhibitors,TNAP activation fold,Salmonella PhoP GFP,SIAH1 antagonists,XIAP displacement,RSV CPE inhibition
CCOc1ccc(-c2nnc(SCC(=O)NC(C)(C)C)nc2-c2ccc(OCC)c(OC)c2)cc1OC,·,·,·,i,0.5,·,·,7%,0%,·,4.0%
COCN(C#N)c1nc(N(C)C)nc(N(C)C)n1,2%,4,2,i,0.1,4%,1.1,4%,16%,-1.3%,1.5%
CC(=O)NC12CC3CC(C1)CC(C(=O)Nc1c(C)n(C)n(-c4ccccc4)c1=O)(C3)C2,·,·,·,i,1.1,·,·,-4%,-4%,·,0.2%
CC(C)CNc1nc(NC(C)(C)C)nc(Oc2ccc(=O)[nH]n2)n1,2%,0,7,i,0.4,0%,1,-4%,6%,-4.0%,-1.6%
COc1cc(NC(=O)CCc2nnc3ccc(N4CCCC4)nn23)cc(OC)c1OC,·,·,·,i,8.1,·,·,-6%,18%,·,4.0%
C[C@H](NC(=O)[C@@H]1CCC(=O)N1Cc1ccco1)c1ccccc1,-10%,1,4,i,0.3,-2%,1.1,-14%,1%,-6.9%,1.2%
CCOc1cc(CNCC2CCCO2)cc(Br)c1OCC(N)=O (stereo not given),4%,-9,-18,i,0.3,6%,1.1,8%,4%,-2.1%,0.3%
CCOc1ccc(N2C(=O)C3Sc4[nH]c(=O)sc4C(/C=C/c4ccccc4)C3C2=O)cc1 (stereo not given),8%,-11,-3,i,1.8,21%,1,11%,0%,-8.4%,0.7%
Cc1nc2ccc(S(=O)(=O)N(C)CC(=O)NCCc3ccccc3)cc2s1,·,·,·,?,·,·,·,3%,2%,·,0.1%
CCCC(c1nnnn1Cc1cccs1)N1CCN(c2ccc(OC)cc2)CC1 (stereo not given),22%,20,28,i,0.7,19%,1.1,-8%,4%,-4.3%,5.4%
COc1ccc(CC(=O)NNS(=O)(=O)c2ccccc2)cc1OC,4%,1,16,i,0.1,14%,1.1,-4%,16%,-4.2%,-1.6%
Cc1ccc(CN2CCN(Cc3nc(C(C)C)cs3)CC2CCO)cc1 (stereo not given),0%,5,9,i,0.7,5%,1,-5%,-3%,-11%,0.1%
O=Cc1ccc(OC(=O)c2cccnc2)cc1,2%,-10,2,i,0.3,0%,1.1,8%,-4%,-1.0%,0.6%
O=C(CSc1nc2ccsc2c(=O)n1-c1ccccc1)N1CCCC1,4%,-4,-8,i,6.9,6%,1.1,-3%,5%,1.0%,1.0%
CCOc1ccc(C(=O)NCc2ccco2)cc1OC,·,·,·,i,0.4,·,·,6%,-7%,·,1.0%
CCCOC(=O)c1ccc(OCC(O)CN2C(=O)NC(C)(C)C2=O)cc1 (stereo not given),1%,13,6,i,1.9,0%,1.1,-10%,2%,-12%,1.2%
COc1ccccc1N1CCN(C(=O)CSc2nnc(NC(=O)c3ccco3)s2)CC1,-4%,-3,-10,i,0.7,-5%,1.1,-2%,-4%,-12%,1.1%
CC(=O)Nc1ccc(N=Cc2ccc[nH]2)cc1,11%,3,-8,i,1.4,14%,1.1,-2%,0%,0.2%,0.2%
COc1ccccc1C(=O)Nn1c(C2CCC2)nc2ccccc2c1=O,0%,-14,5,i,6.0,4%,1.1,-4%,3%,1.9%,0.9%
O=C(c1cccs1)n1nc(-c2ccccc2)nc1NCc1ccc(F)cc1,12%,-6,-47,i,1.1,17%,1.1,17%,2%,-7.0%,0.7%
Cc1cccc(-c2noc(CCCOc3ccc(Cl)cc3Cl)n2)c1,6%,36,32,i,0.9,9%,1,0%,5%,-5.9%,3.0%
COc1ccccc1N1CCN(C(=O)N2CCOCC2)CC1,-14%,7,-7,i,0.9,-6%,1,-7%,-2%,-13%,0.1%
CC(=O)C1=C(O)C(=O)N(CCc2ccccc2)C1c1ccccc1[N+](=O)[O-] (stereo not given),9%,-13,11,i,0.2,-1%,1.1,-15%,5%,8.8%,0.7%
COC(=O)c1cccc(CN2C(=O)SC(Nc3ccc(C)cc3)C2=O)c1 (stereo not given),·,·,·,i,0.1,·,·,20%,-7%,·,0.5%
Cc1ccc(S(=O)(=O)CC(=O)c2ccc(C(C)(C)C)cc2)cc1,8%,23,-5,·,·,9%,1.1,2%,4%,-1.6%,0.9%
O=C1N2CCSC2=NC1(Nc1ccccn1)C(F)(F)F (stereo not given),-16%,-23,-33,i,1.7,-16%,1,8%,3%,-6.7%,-0.1%
CC1CCN(c2ccc(C(=O)O)cc2NS(=O)(=O)c2ccc(Br)cc2)CC1,-33%,5,-16,i,1.1,-24%,1,3%,4%,-1.2%,2.5%
O=C(Cn1cccc1C(=O)c1ccccc1)NCCCc1ccccc1,·,·,·,i,0.5,·,·,4%,0%,·,0.1%
COc1ccc(C(=O)C2CCCN(C(=O)c3n[nH]c4c3CCCC4)C2)cc1OC (stereo not given),-22%,-3,-9,i,0.4,-1%,0.4,-7%,7%,-7.1%,0.3%
CCOC(=O)C1CCCN(c2cc(=O)n(C3CCCCC3)c(=O)[nH]2)C1 (stereo not given),9%,-2,20,i,0.2,0%,1,0%,3%,-2.4%,-1.0%
COc1ccc(CC(=O)NCc2n[nH]c(=S)n2-c2ccccc2)cc1,-1%,11,-4,i,0.5,-4%,0.9,-7%,0%,-4.8%,1.1%
Cc1nnsc1-c1nnc(SCC(=O)c2ccc(F)cc2)n1C1CC1,·,·,·,i,0.6,·,·,1%,1%,·,0.5%
CCOC(=O)c1ccc(OCC2NCCc3cc(OC)c(OC)cc32)cc1 (stereo not given),·,·,·,i,1.5,·,·,1%,-7%,·,-1.6%
CN1CCN(c2ccccc2NC(=O)c2ccc(-c3ccccc3[N+](=O)[O-])o2)CC1,·,·,·,i,0.4,·,·,3%,2%,·,0.2%
CCCOc1cccc(NC(=O)c2c(-c3ccccc3)noc2C)c1,8%,5,-3,i,0.3,16%,1.1,13%,2%,-8.1%,-0.7%
COCCCN1C(=O)c2ccc(C(=O)Nc3ccccc3OC)cc2C1=O,-1%,-6,-5,i,1.3,12%,1.1,6%,0%,-3.1%,0.3%
Cc1ccc(NC(=O)N2CCCC2C(=O)NCC2CCCO2)cc1 (stereo not given),9%,-8,-5,i,0.1,8%,1,-2%,1%,-7.7%,-0.6%
Cc1noc(/C=C/N(C)C)c1S(=O)(=O)N(C)Cc1ccc(F)cc1,·,·,·,i,5.5,·,·,-7%,1%,·,1.8%
COC(CNC(=O)C1CCC(CNS(=O)(=O)c2c(C)cc(C)cc2C)CC1)OC (stereo not given),·,·,·,i,0.6,·,·,2%,-5%,·,2.1%
Cc1cc(S(=O)(=O)N2CCCC(N(C)CCc3ccccn3)C2)c(C)cc1Cl (stereo not given),·,·,·,i,3.8,·,·,1%,-3%,·,0.7%
CC(C)C(=O)N1CCN(CCN=CC2=C(O)CC(c3ccco3)CC2=O)CC1 (stereo not given),-1%,11,15,i,0.7&1.4,-7%,0.9,7%,-3%,-7.1%,0.2%
O=C(NCCc1ccccc1)C1CCN(Cc2ccccc2F)CC1,-8%,-53,-21,i,0.8,8%,1.2,-7%,3%,-5.2%,-0.6%
Cc1cccc(NC(=O)CSc2nnc(-c3ccccc3Br)o2)c1C,8%,12,0,i,1.1,8%,1.2,14%,2%,-4.3%,-0.1%
Cc1nnc(SCC(=O)N(CC(C)C)c2c(N)n(CC(C)C)c(=O)[nH]c2=O)n1-c1ccccc1,-72%,6,7,i,0.1,-42%,1,6%,1%,-0.8%,0.5%
CCOc1nc(Nc2ccc(OC)cc2)nc(N2CCOCC2)n1,10%,-2,-12,i,1.0,12%,1,2%,-3%,-8.7%,2.4%

# Laid out differently: results already given.
# Value order: PMI inhibition, WT yeast gro inh, WT yeast gro inh mutant strain, Myeloid diff MLP, Myeloid diff MLP GFP+ MAC1+ %, PMI inhibitors, TNAP activation fold, Salmonella PhoP GFP, SIAH1 antagonists, XIAP displacement, RSV CPE inhibition
Cc1nnc(SCC(=O)N(CC(C)C)c2c(N)n(CC(C)C)c(=O)[nH]c2=O)n1-c1ccccc1
→ -72%, 6, 7, i, 0.1, -42%, 1, 6%, 1%, -0.8%, 0.5%
Cc1cc(S(=O)(=O)N2CCCC(N(C)CCc3ccccn3)C2)c(C)cc1Cl (stereo not given)
→ ·, ·, ·, i, 3.8, ·, ·, 1%, -3%, ·, 0.7%

# Next entries.
SMILES,PMI inhibition,WT yeast gro inh,WT yeast gro inh mutant strain,Myeloid diff MLP,Myeloid diff MLP GFP+ MAC1+ %,PMI inhibitors,TNAP activation fold,Salmonella PhoP GFP,SIAH1 antagonists,XIAP displacement,RSV CPE inhibition
O=Cc1ccc2oc3nc4n(c(=O)c3c(=O)c2c1)CCCS4,3%,3,5,i,0.6,4%,1,-7%,29%,-13%,1.1%
O=C(O)CC1SC(=Nc2cccc(O)c2)NC1=O (stereo not given),5%,6,8,i,1.3,8%,0.6,0%,-2%,0.1%,1.1%
N#Cc1cccc(-n2nnnc2-c2ccccn2)c1,10%,3,-1,i,1.6,14%,1,-9%,-2%,-1.2%,1.2%
Cc1c(Br)c([N+](=O)[O-])nn1C(C)C(=O)NCc1cccnc1 (stereo not given),8%,9,12,i,1.4,12%,1,2%,-4%,-7.5%,0.8%
Cc1c(C)n(CCCN(C)C)c2ncnc(NC3CCCCC3)c12,·,·,·,i,0.2,·,·,3%,2%,·,-0.8%
COCCCN1CN(Cc2ccccc2)CNC1=S,8%,6,-2,i,0.3,19%,1.1,9%,-2%,-21%,1.3%

# Some of the entries so far, with two lines to a compound.
# The line under a structure holds: PMI inhibition	WT yeast gro inh	WT yeast gro inh mutant strain	Myeloid diff MLP	Myeloid diff MLP GFP+ MAC1+ %	PMI inhibitors	TNAP activation fold	Salmonella PhoP GFP	SIAH1 antagonists	XIAP displacement	RSV CPE inhibition
> Cc1c(Br)c([N+](=O)[O-])nn1C(C)C(=O)NCc1cccnc1 (stereo not given)
 : 8%	9	12	i	1.4	12%	1	2%	-4%	-7.5%	0.8%
> Cc1c(C)n(CCCN(C)C)c2ncnc(NC3CCCCC3)c12
 : ·	·	·	i	0.2	·	·	3%	2%	·	-0.8%
> COCCCN1CN(Cc2ccccc2)CNC1=S
 : 8%	6	-2	i	0.3	19%	1.1	9%	-2%	-21%	1.3%
> N#Cc1cccc(-n2nnnc2-c2ccccn2)c1
 : 10%	3	-1	i	1.6	14%	1	-9%	-2%	-1.2%	1.2%
> O=C(O)CC1SC(=Nc2cccc(O)c2)NC1=O (stereo not given)
 : 5%	6	8	i	1.3	8%	0.6	0%	-2%	0.1%	1.1%
